MITF inh = blocks human microphthalmia-associated transcription factor | AlphaScreen MITF homodimerization, bead proximity signal | inhibition, % at 2.6 µM | hit rate 0.91% among 650,000 | AID 1259374; in the data active = inhibition above about 50%;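 also: 0% = vehicle wells with protein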
Target sequence (O75030 whole entry, looked up): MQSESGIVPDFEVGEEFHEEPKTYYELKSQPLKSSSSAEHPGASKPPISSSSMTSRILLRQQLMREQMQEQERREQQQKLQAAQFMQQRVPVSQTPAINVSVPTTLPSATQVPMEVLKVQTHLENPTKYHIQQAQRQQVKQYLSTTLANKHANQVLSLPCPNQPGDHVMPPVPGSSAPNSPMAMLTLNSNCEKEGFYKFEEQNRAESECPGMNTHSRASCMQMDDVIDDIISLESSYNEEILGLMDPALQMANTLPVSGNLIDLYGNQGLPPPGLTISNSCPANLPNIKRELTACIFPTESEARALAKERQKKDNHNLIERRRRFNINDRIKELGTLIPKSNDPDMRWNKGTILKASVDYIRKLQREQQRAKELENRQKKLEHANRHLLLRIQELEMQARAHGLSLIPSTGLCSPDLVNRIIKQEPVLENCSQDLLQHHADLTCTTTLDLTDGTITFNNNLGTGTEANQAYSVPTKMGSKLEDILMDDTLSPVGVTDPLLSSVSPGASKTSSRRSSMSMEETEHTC
TEAD-YAP inh = TEAD-YAP interaction inhibition | HEK-TIYL cells, TEAD-Gal4/YAP UAS-luciferase luminescence | inhibition, % at 9.12 µM | hit rate 1.4% among 640,000 | AID 1259422; in the data active = inhibition above about 32%;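 also: 0% = median of test compound wells and 100% = reference inhibitor wells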
FBW7 activator = activators of human E3 ligase FBW7; AlphaScreen FBW7–phospho-cyclin E peptide binding, activator screen; hit rate 0.13% among 650,000; normalized activity (activation), % at 26.1 µM; in the data active = normalized activity above about 1.9%;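 also: purified mutant Fbw7 with reduced substrate affinity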
GPR151 ag = activates the human receptor GPR151; hit rate 1% among 650,000; Q8TDV0; PathHunter beta-arrestin GPR151 cells, luminescence; AID 1508602; activation, % at 11.2 µM; in the data active = activation above about 4.9%;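 also: 0% = median of compound wells and 100% = cells with positive control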
Target sequence (Q8TDV0 whole entry, looked up): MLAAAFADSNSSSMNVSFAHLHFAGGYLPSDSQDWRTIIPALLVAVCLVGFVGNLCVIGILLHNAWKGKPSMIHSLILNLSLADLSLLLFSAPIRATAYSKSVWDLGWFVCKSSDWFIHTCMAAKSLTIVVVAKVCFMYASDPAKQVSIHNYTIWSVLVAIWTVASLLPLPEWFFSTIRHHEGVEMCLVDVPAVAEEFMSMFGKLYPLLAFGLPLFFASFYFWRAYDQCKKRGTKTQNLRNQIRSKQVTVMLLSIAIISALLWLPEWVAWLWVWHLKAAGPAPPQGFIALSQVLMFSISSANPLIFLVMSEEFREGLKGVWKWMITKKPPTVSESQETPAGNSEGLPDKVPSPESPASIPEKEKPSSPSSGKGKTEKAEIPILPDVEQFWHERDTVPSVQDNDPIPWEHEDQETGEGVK
Numbers without * were called inactive; & = joins results of further samples.

SMILES	MITF inh	TEAD-YAP inh	FBW7 activator	GPR151 ag
Cc1ccc(S(=O)(=O)Nc2ccc3c(c2)c(C(=O)OC(C)C)c(C)n3S(=O)(=O)c2ccc(C)cc2)cc1	-1	-13	0.2	-0.2
CC(C)(C)c1ccc(OCC(=O)Nc2ccc(OCC(=O)O)cc2)cc1	11	7	0.0	5.2*
CCN1C(=O)S/C(=C/c2sccc2C)C1=O	-4	-63	-0.1	1.1
Cc1ccc2nsnc2c1NC(=O)COc1ccccc1	-9	5	-0.1	-0.9
Cc1cccc(Oc2cc(NC(=O)c3cc4nc(-c5cccs5)cc(C(F)(F)F)n4n3)cc([N+](=O)[O-])c2)c1	-1	0	-0.2	0.1
CCC(C)NC(=O)C(Cc1ccccc1)n1cccc1 (stereo not given)	10	-1	-0.1	-0.2
CCN(CC)C(=O)/C(=C\c1cccc([N+](=O)[O-])c1)NC(=O)c1ccccc1Br	8	9	0.3	0.0
CCCCc1nc(-c2ccc(Br)cc2)no1	-3	14	0.0	-1.8
CC(C)n1c(-c2cccc(N)c2)nc2c(N)ncnc21	15	5	0.1	1.3
COc1ccc(S(=O)(=O)CCC(=O)OCC(=O)c2ccccc2)cc1	7	5	0.0	-1.2
COc1ccc(/C=C2\SC(=NCc3ccccc3)N(Cc3ccccc3)C2=O)cc1C	-2	-2	0.4	-1.0
CCCC(=O)Nc1ccc(NC(=S)NC(=O)c2ccccc2[N+](=O)[O-])cc1	3	9	0.0	2.3
O=[N+]([O-])c1ccc(Sc2c(-c3ccccc3)nc3sccn23)cc1	14	0	0.1	-0.7
CCCCCc1ccc(C#Cc2ccc(Br)nc2)cc1	-11	1	0.0	-0.2
CCOC(=O)C(C#N)C1(c2ccc(C)cc2)CCOC(C)(C)C1 (stereo not given)	-1	14	0.0	-0.7
Cc1ccc(NC(=O)N[C@H]2C[C@H]3C(=O)N4CCC[C@@H]4C(=O)N3C2)cc1C	14	2	0.0	0.0
Cc1cc(C(=O)COC(=O)Cc2n[nH]c(=O)c3ccccc23)c(C)n1CC1CCCO1 (stereo not given)	5	-33	0.1	-1.4
COC(=O)c1cc(S(=O)(=O)Nc2ccc(Br)cc2)ccc1Cl	3	-11	-0.1	-0.9
CCN(CC)CCN=Cc1c(O)[nH]c2ccc([N+](=O)[O-])cc12	9	4	0.2	1.0
CCOC(=O)C1CC2CN(C(=O)c3ccccc3)CC(C1)C21SCCS1 (stereo not given)	3	3	-0.2	-0.8
CCOC(=O)/C=C/C(=O)NC(=S)Nc1nccs1	18	-3	0.9	-1.7
Brc1cc(Br)c2c(c1)C=C1CCCCC1(N1CCOCC1)O2 (stereo not given)	0	-10	-0.1	0.5
COc1ccc(CC(=O)NCc2ccco2)cc1OC	-7	3	0.0	0.5
Cc1ccc(CNC(=O)Cn2c(C)nc3c(sc4ccccc43)c2=O)cc1	25	-3	0.4	-0.3
CN(Cc1ccccc1)c1nc2nonc2nc1NCCN1CCCC(O)C1 (stereo not given)	-1	-5	0.0	0.8
CCN(CC)C(CNc1cnn(-c2ccccc2)c(=O)c1Cl)c1ccccc1 (stereo not given)	9	-1	0.1	-0.1
COC(=O)c1c(NC(=O)COc2cccc(C)c2C)sc(C)c1C	5	5	0.0	0.6
N#Cc1cn(C(=O)CCCCCN2C(=O)c3ccccc3C2=O)nc1N	-1	0	0.1	0.6
CCCCCC12CCC(c3ccc(C#N)cc3)(CC1)CC2	-8	-7	-0.1	-0.6
CC(=O)N1C(=O)/C(=C/C(=O)c2ccccc2)c2ccccc21	13	3	0.1	-1.7
CCOC(=O)N1CCC(=NNc2c([N+](=O)[O-])cc(C(F)(F)F)cc2[N+](=O)[O-])CC1	-1	-2	-0.1	-0.9
COc1ccccc1N=c1oc2c(OC)cccc2cc1-c1nc2ccccc2[nH]1	5	-14	0.1	0.1
CCS(=O)(=O)N1CCN(S(C)(=O)=O)CC1	-9	1	0.0	1.0
Cc1cc(C(F)(F)F)c2c(NCc3ccoc3)n[nH]c2n1	3	2	-0.1	0.0
Cc1c(C(=O)NC2CCCCCC2)sc2ncn(CC(=O)N3CCCCC3)c(=O)c12	14	1	0.9	-0.7
O=C(NCCc1nc(-c2ccncc2)n[nH]1)c1ccccn1	-1	7	-0.1	-0.1
CCN(CC)C(=O)C(=O)N/N=C/c1cccc(OC)c1OC	13	-1	0.6	-0.8
Cc1cccc(C(=O)NCC2CCC3(CCN(C(=O)c4ccncc4)CC3)O2)c1C (stereo not given)	-1	11	-0.1	2.3
Cc1nc2cc(-c3cccc(F)c3)nn2c(C)c1CCC(=O)N1CCOCC1	7	2	0.1	0.6
c1cc(-c2cncc(N3CCOCC3)c2)nc(Nc2ccc3c(c2)OCO3)n1	-1	37*	-0.2	-1.3
N/C(=N\c1nc2ccccc2o1)NC(=O)COc1ccc2ccccc2c1	8	-4	0.1	0.5
CC1=C(C(=O)Nc2cccc(C)c2C)C(c2ccc(C)cc2)NC(=O)N1 (stereo not given)	-1	0	-0.1	0.0
COc1ccc(N=C2N=C(N)c3ccccc32)cc1	0	-15	-0.1	-0.5
O=C(CN1CCCCC1)Nc1cc(Cl)ccc1Cl	10	0	-0.1	0.5
COc1ccc(C2=NN(CCC(=O)NCCCSC3CCCCC3)C(=O)CC2)cc1	0	-4	0.1	-0.4
Cc1cccc(NC(=O)C23CCC(C)(C(=O)O2)C3(C)C)c1C (stereo not given)	-4	-4	0.0	-1.5
COc1cccc(NC(=O)COC(=O)c2ccccn2)c1	9	-3	-0.2	0.0
CCOc1ccc(C(=O)C[N+]2=C(CC)c3ccc(C)n3CC2)cc1	-17	-5	0.0	0.5
CCNC(=O)n1cc(-c2ccncc2)c(-c2ccc(C(F)(F)F)cc2)n1	-3	-6	0.0	-1.6
N#Cc1ccc(COC(=O)Cn2nc(-c3ccccc3)oc2=O)cc1	7	1	-0.1	0.2

More compounds follow:
SMILES	MITF inh	TEAD-YAP inh	FBW7 activator	GPR151 ag
Cc1ccc(N2C(=O)C3CC=CC(C)C3C2=O)cc1C (stereo not given)	-1	-8	-0.2	-0.5
COc1ccccc1-n1c(SCC(=O)N2CCCC2)nc2c(sc(=S)n2CCc2ccccc2)c1=O	0	-6	0.8	-0.4
CCOc1ccc(C(=O)N2CCN(CC)CC2)cc1	1	-9	0.1	1.8
C=CCNCCOc1ccc(Cl)c(Cl)c1	42	6	0.0	0.1
CCN(CC)S(=O)(=O)c1ccc(N/N=C2\CC(=O)c3ccccc32)c([N+](=O)[O-])c1	13	8	0.3	0.1
COc1ccc(S(=O)(=O)NCCc2csc3nc(-c4ccc(C)cc4)nn23)cc1F	12	7	0.8	0.2
COCCNC(=O)c1c[nH]c2ccc(S(=O)(=O)N3CCOCC3)cc2c1=O	12	8	0.0	-0.5
CCOc1ccc(C2=NC(c3ccc(OC)cc3)NC(c3ccccc3O)C2)cc1 (stereo not given)	4	-60	0.1	6.4*
O=C(Cn1ncc2c1-c1ccccc1OC2)N1CCC(Cc2ccccc2)CC1	-23	9	-0.1	0.5
Cc1nc(N2CCN(C(=O)N3CCCC3)CC2)[nH]c(=O)c1C	-2	-11	0.0	-0.3
CCCOc1ccc(/C=C2/SC(N3CCOCC3)=NC2=O)cc1OCC	3	2	-0.2	1.0
Cc1cc(C(=O)CCl)c(C)n1-c1ncn[nH]1	13	-14	0.0	0.9
COc1ccccc1NC(=O)CN1C(=O)C2(OCCCO2)c2ccccc21	6	-2	-0.1	0.3
COc1ccc(-c2noc(N(C)c3ccc(Br)cc3)n2)cc1	5	1	0.0	-0.4
Cc1ccc(NC(=O)c2sc(=S)n(-c3cc(C)ccc3F)c2N)cc1	-4	-23	-0.1	-0.6
COC(=O)C1=C(C)NC2=C(C(=O)CC(C)(C)C2)C1c1ccccc1OC(C)C (stereo not given)	-9	-2	0.0	-0.2
CCCN1C(=O)C(C)(C)COc2ccc(NS(=O)(=O)c3ccc(OCC)c(C)c3)cc21	4	-7	-0.1	-0.1
O=C(CSc1nnc2sc3ccccc3n12)Nc1ccc(Cl)cc1	-6	-1	-0.1	-0.4
CC1CCc2nc(NN)nc(C(F)(F)F)c2C1 (stereo not given)	-4	9	-0.1	-0.1
OCCOCCNc1ncnc2c1c(-c1ccccc1)cn2-c1ccc(F)cc1	-1	-1	-0.1	-1.6
COc1ccc(CC(=O)NCc2ccccc2Cl)cc1OC	-10	-2	-0.1	-0.9
Cc1cc(NCCOc2ccccc2)nc(-c2c(C)noc2C)n1	13	-26	0.2	-2.8
CCOc1cc(C2C(C(=O)OC(C)CC)=C(C)NC3=C2C(=O)CC(c2ccc(OC)cc2)C3)cc(Br)c1O (stereo not given)	-17	8	-0.2	-0.8
Cc1ccc(-n2nc3ccc(NC(=O)c4cc([N+](=O)[O-])ccc4Cl)cc3n2)cc1C	13	-19	1.2	0.9
COc1cc(Cl)c(C)cc1NC(=S)N(Cc1ccc(C)cc1)Cc1cccnc1	11	-10	-0.2	-0.8
CN(C)c1cccc(C(=O)N2CCC(c3ccccc3)C2)c1 (stereo not given)	1	-52	-0.3	-0.8
COc1ccc(-c2noc(N3CCCC(C(=O)NCCN4CCCC4)C3)n2)cc1 (stereo not given)	5	-12	0.0	4.6
O=C1NC(=O)C(=Cc2ccc(-c3cc([N+](=O)[O-])cc([N+](=O)[O-])c3)o2)C(=O)N1	44	6	-0.3	0.5
CC(=O)Nc1nc2c(C)ccc(C)c2s1	4	6	0.2	2.2
CC(C)NC(=O)C1CC(=O)c2sc(NC(=O)c3ccccc3)nc2C1 (stereo not given)	8	9	0.0	-1.7
Cn1c(-c2ccc3c(c2)OCO3)cnc1NC(=O)c1ccc(F)cc1	0	-42	-0.6	-0.5
O=C1OC(c2ccc([N+](=O)[O-])cc2Cl)=N/C1=C\c1ccccc1	3	5	-0.1	0.7
CCN(CC(=O)N1CCCC1)S(=O)(=O)c1ccc(C)cc1	5	3	0.1	0.7
CCOc1ccc(-c2nc(C#N)c(N(C)C)o2)cc1	-2	-33	-0.1	0.1
CSc1nn2cc(CCN3CCOCC3)c(-c3ccc(F)cc3)nc2c1C#N	0	10	0.1	1.3
CC(C)(C)c1ccc(C(=O)Nc2nc3ccc(S(C)(=O)=O)cc3s2)cc1	-1	2	0.0	0.4
Cc1cccc(N2C(=O)C(Cl)=C(Nc3ccccc3)C2=O)c1C	6	17	-0.2	0.6
Oc1cccc(Nc2ncnc3ccc(I)cc23)c1	-6	14	0.2	-0.7
Cc1cc(C)c2c(NCc3ccc(N(C)C)cc3)n[nH]c2n1	7	-2	-0.4	0.4
C/C(N)=C(/C#N)C(=O)COC(=O)c1c2ccccc2cc2ccccc12	11	5	0.4	0.2
CCCCCC1CCC(C2CCC(c3nc(-c4ccc([N+](=O)[O-])cc4)no3)CC2)CC1 (stereo not given)	13	9	0.0	0.5
COc1ccc(-c2noc(CCC(=O)Nc3cccc(C)c3)n2)cc1	-4	-4	0.1	0.7
CCOC(=O)c1sc2nc(SCc3cccc([N+](=O)[O-])c3)n(Cc3ccccc3Cl)c(=O)c2c1C	10	-11	0.2	0.4
Nc1cc(-c2ccc3nc(C4COc5ccc(F)cc5C4)oc3c2)ccn1 (stereo not given)	7	9	0.8	0.0
CC(=O)N1CCC2(CC1)OCc1cc(-c3cccc(S(C)(=O)=O)c3)ccc1O2	16	-2	-0.4	-0.2
Cc1cc2ncn(CS(C)(=O)=O)c2cc1C	-5	2	-0.2	0.4
Cc1nc(NC(=O)C(Cl)Cl)sc1C(=O)N(C)C	10	-4	0.2	1.3
CCOC(=O)C1=C(C)NC2=C(C(=O)CCC2)C1c1ccc(C)cc1 (stereo not given)	-4&-4	3&4	-0.1&0.0	-1.5&1.1
COc1ccc(C2CC(c3cccs3)=NN2C(=O)CSc2nnc(CNC(=O)c3ccccc3F)n2-c2cccc(C)c2)cc1 (stereo not given)	10	-5	0.0	-1.9
CCOC(=O)N1CCC(N2C(=O)c3ccccc3C2Nc2ccc(C)cc2C)CC1 (stereo not given)	-9	-14	-0.2	-0.6
CC(=O)NNC(=O)Cn1c2ccccc2c(=O)c2ccccc21	17	0	0.1	-0.6

In the list so far, 13 contain a Cl atom.
SMILES	MITF inh	TEAD-YAP inh	FBW7 activator	GPR151 ag
COC(=O)c1cc(S(=O)(=O)Nc2ccc(Br)cc2)ccc1Cl	3	-11	-0.1	-0.9
CCN(CC)C(CNc1cnn(-c2ccccc2)c(=O)c1Cl)c1ccccc1 (stereo not given)	9	-1	0.1	-0.1
O=C(CN1CCCCC1)Nc1cc(Cl)ccc1Cl	10	0	-0.1	0.5
C=CCNCCOc1ccc(Cl)c(Cl)c1	42	6	0.0	0.1
Cc1cc(C(=O)CCl)c(C)n1-c1ncn[nH]1	13	-14	0.0	0.9
O=C(CSc1nnc2sc3ccccc3n12)Nc1ccc(Cl)cc1	-6	-1	-0.1	-0.4
COc1ccc(CC(=O)NCc2ccccc2Cl)cc1OC	-10	-2	-0.1	-0.9
Cc1ccc(-n2nc3ccc(NC(=O)c4cc([N+](=O)[O-])ccc4Cl)cc3n2)cc1C	13	-19	1.2	0.9
COc1cc(Cl)c(C)cc1NC(=S)N(Cc1ccc(C)cc1)Cc1cccnc1	11	-10	-0.2	-0.8
O=C1OC(c2ccc([N+](=O)[O-])cc2Cl)=N/C1=C\c1ccccc1	3	5	-0.1	0.7
Cc1cccc(N2C(=O)C(Cl)=C(Nc3ccccc3)C2=O)c1C	6	17	-0.2	0.6
CCOC(=O)c1sc2nc(SCc3cccc([N+](=O)[O-])c3)n(Cc3ccccc3Cl)c(=O)c2c1C	10	-11	0.2	0.4
Cc1nc(NC(=O)C(Cl)Cl)sc1C(=O)N(C)C	10	-4	0.2	1.3

Screening data as filed in PubChem.

Compounds as they come; 3.4% or so of the library scored in one or more.
